# PglD DTNB: inhibitors of Campylobacter jejuni PglD acetyltransferase; purified PglD enzyme, DTNB colorimetric CoA detection; inhibition, % at 12.5 µM; actives 0.098% (n = 360,000); in the data active = inhibition above about 16%, passing the limit was not always enough; inconclusive = no clear call, values can overlap the other calls; note: strong numbers were not always called active
# SIRT5 block: sirtuin-5 (human) deacylase inhibition; inhibition, % at 15 µM; Purified SirT5, succinyl-peptide AMC, trypsin-coupled fluorescence; actives 1.1% (n = 330,000); Q9NXA8; in the data active = inhibition above about 15%; inconclusive = no clear call, values can overlap the other calls
# Target sequence (Q9NXA8 whole entry, looked up): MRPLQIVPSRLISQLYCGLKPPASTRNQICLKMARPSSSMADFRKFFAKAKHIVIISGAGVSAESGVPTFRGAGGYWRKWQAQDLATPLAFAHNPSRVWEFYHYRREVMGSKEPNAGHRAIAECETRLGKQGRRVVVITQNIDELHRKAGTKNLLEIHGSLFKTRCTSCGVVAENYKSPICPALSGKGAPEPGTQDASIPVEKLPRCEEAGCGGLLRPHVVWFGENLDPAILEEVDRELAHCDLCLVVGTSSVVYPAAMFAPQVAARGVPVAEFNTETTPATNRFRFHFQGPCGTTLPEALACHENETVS
# C2C12 statin: protects C2C12 myotubes from simvastatin toxicity. ATP luminescence, 48 h; scaled: DMSO 0, geranylgeraniol control 100. rescue of ATP level, % at 7.49 µM. actives 0.78% (n = 330,000);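 active = mean ATP rescue above about 67%, or every replicate alone reaching that limit, limit read from the data, passing the limit was not always enough; inconclusive = no clear call, values can overlap the other calls; inactive = mean under the limit and some replicate under it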;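 note: myotubes were challenged with 10 µM simvastatin during compound exposure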
# S100A4 MyoIIA: blocks human S100A4 binding to myosin IIA peptide. P26447. S100A4/TAMRA-MyoIIA peptide fluorescence polarization. inhibition, % at 10.7 µM. actives 0.14% (n = 360,000);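 active = mean inhibition of at least 70% across replicates, with every replicate also reaching that level; inconclusive = mean inhibition reaches 70% but some replicates fall short; inactive = mean inhibition below 70%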
# Target sequence (P26447 whole entry, looked up): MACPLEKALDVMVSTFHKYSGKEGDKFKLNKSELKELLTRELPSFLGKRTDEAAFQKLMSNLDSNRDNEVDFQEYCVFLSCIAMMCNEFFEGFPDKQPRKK
#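 Test system – S100A4 monomer (human) · Compound – single-point compound testing · Schedule – 5 min incubation before reading · Probe or stimulus – TAMRA-labelled myosin IIA heavy-chain peptide probe, 5 nM · Benchmarks – neutral control DMSO, positive control TFP · Medium – Calcium-containing HEPES buffer, pH 7.2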
# DENV2 CPE: inhibitors of DENV2 cytopathic effect. actives 1.7% (n = 350,000). DENV2-infected cells, cytopathic effect rescue, plate reader. CPE inhibition, % at 9.99 µM; in the data active = CPE inhibition above about 20%, passing the limit was not always enough; inconclusive = no clear call, values can overlap the other calls; tested in BHK-21 cells;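 note: 0% = median of neutral control wells and 100% = median of positive control wells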
# ERp5 block: inhibitors of human ERp5; actives 0.05% (n = 350,000); inhibition, % at 9.99 µM; ERp5 insulin aggregation, absorbance 650 nm, 90 min; AID 651711;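 active = mean replicate inhibition above about 25%, with every replicate also reaching it, limit read from the data, passing the limit was not always enough; inconclusive = only one of those two criteria met; inactive = neither criterion met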
# Target sequence (Q15084 whole entry, looked up): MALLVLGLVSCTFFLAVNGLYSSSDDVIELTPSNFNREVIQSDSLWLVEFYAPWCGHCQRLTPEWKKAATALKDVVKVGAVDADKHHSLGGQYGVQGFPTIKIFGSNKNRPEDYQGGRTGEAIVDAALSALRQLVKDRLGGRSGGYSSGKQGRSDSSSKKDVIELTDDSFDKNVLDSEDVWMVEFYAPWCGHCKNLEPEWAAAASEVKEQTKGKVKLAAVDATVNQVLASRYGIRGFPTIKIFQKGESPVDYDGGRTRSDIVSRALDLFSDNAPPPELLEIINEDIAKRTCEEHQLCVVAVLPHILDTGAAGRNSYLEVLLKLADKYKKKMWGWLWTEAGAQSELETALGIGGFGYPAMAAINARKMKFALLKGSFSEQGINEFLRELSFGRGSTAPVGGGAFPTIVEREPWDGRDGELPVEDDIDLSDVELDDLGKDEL
# E-selectin induc: induces E-selectin expression in human endothelial cells | P16581 | actives 0.37% (n = 260,000) | activation, % at 7.58 µM | HUVEC E-selectin immunofluorescence imaging; normalized: neutral wells 0, TNF-alpha wells 100 | AID 686992;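 active = mean E-selectin-positive cell signal at least 10% of the positive control, reached in at least 60% of replicates, without over 20% cell loss; inconclusive = no rule given, readout overlaps actives, possibly toxicity-flagged; inactive = the rest, including those meeting only one limit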;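 note: in these data hits start at about 27%; measured in HUVEC primary endothelial cells; signal is the percent of cells scored E-selectin positive by PE staining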
#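 Test system: HUVEC; input: 3,000 HUVEC/well; measured by: immunofluorescence imaging; read-out: % PE-positive cells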
# * marks the source's active call; other numbers are inactive results; ? = inconclusive; · = not tested or not shown. A portion of the library. The share of hits here may be higher or lower than overall.
SMILES,PglD DTNB,SIRT5 block,C2C12 statin,S100A4 MyoIIA,DENV2 CPE,ERp5 block,E-selectin induc
NC(=O)N/N=C/c1ccccc1OC(=O)c1ccccc1Br,·,-1,·,0,-5,-7,·
C/C(=N\Nc1ccc([N+](=O)[O-])cc1)c1ccc(O)cc1,·,-4,·,0,-6,-1,·
CC(=O)c1cc2c(cc1NC(=O)CSc1ncccn1)OCO2,5,0,3,7,-6,1,0.0
CCS(=O)(=O)N1CCC(C(=O)Oc2ccc(C)c(C)c2)CC1,0,0,-10,1,11,4,·
Cc1ccc(Nc2nnc(SCC(=O)NC(Cc3c[nH]c4ccccc34)C(=O)O)s2)cc1 (stereo not drawn),-1,-6,·,-33,-10,-2,3.5
CCN1CCN(C(=S)c2ccc(OC)cc2)CC1,3,1,·,-18,-3,2,-0.1
O=C1NCC(COc2cccc3ccccc23)O1 (stereo not drawn),·,-4,·,3,-4,-4,0.2
COc1ccc(OCCSc2ncnc3nc[nH]c23)cc1,-3,·,2,0,-7,2,0.4
CCOc1ccc(NC(=S)NC(C)C(c2ccccc2)N2CCN(C)CC2)cc1 (stereo not drawn),·,1,·,-56,4,-2,·
Cc1c(NC(=O)c2cc(-c3ccc(F)cc3)nc3ccccc23)c(=O)n(-c2ccccc2)n1C,·,1,·,3,-4,7,0.1
O=S(=O)(c1ccc(F)cc1)N1C[C@@H]2[C@H](c3ccccc31)[C@@H](CO)N2Cc1ccccc1Cl,5,3,-21,15,-6,2,0.3
Cc1ccc(NC(=O)C2CCN(S(=O)(=O)c3c(C)[nH]c(=O)[nH]c3=O)CC2)cc1,-6,-4,8,6,?,0,·

# Continued; it opens with the 4 that closed the last part.
SMILES,PglD DTNB,SIRT5 block,C2C12 statin,S100A4 MyoIIA,DENV2 CPE,ERp5 block,E-selectin induc
CCOc1ccc(NC(=S)NC(C)C(c2ccccc2)N2CCN(C)CC2)cc1 (stereo not drawn),·,1,·,-56,4,-2,·
Cc1c(NC(=O)c2cc(-c3ccc(F)cc3)nc3ccccc23)c(=O)n(-c2ccccc2)n1C,·,1,·,3,-4,7,0.1
O=S(=O)(c1ccc(F)cc1)N1C[C@@H]2[C@H](c3ccccc31)[C@@H](CO)N2Cc1ccccc1Cl,5,3,-21,15,-6,2,0.3
Cc1ccc(NC(=O)C2CCN(S(=O)(=O)c3c(C)[nH]c(=O)[nH]c3=O)CC2)cc1,-6,-4,8,6,?,0,·
O=C(NC(=S)Nc1cccc(NC(=S)NC(=O)c2ccccc2)c1)c1ccccc1,5,-3,-58,-8,6,6,0.7
COc1ccc2cc(C(=O)C3CCCN(C(=O)c4ccnn4C)C3)ccc2c1 (stereo not drawn),-2,-23,-1,-3,1,-9,0.1
COC(=O)[C@]1(Cc2ccccc2)N[C@H](CN(C)C(=O)Nc2ccc(Cl)cc2)[C@@H]2C(=O)N(C)C(=O)[C@@H]21,-10,·,-3,-3,5,0,0.5
CC(=O)N[C@H]1CC[C@@H](CCNC(=O)C2CC2)O[C@H]1CO,1,1,9,-18,9,-2,0.2
COc1ccc(-c2nnc(SCC(=O)NCCC(C)C)nc2-c2ccc(OC)c(OC)c2)cc1OC,-3,-4,64,-3,1,2,-0.1
O=C(Nc1nnc(-c2ccccc2)o1)c1nc2ccccc2s1,4,-4,-5,-2,-8,3,-0.2
Cc1ccc(C(=O)NNC(=O)CCn2nnc3ccccc32)cc1,-3,-3,-2,2,·,15,1.5
CCC(C)NC(=O)Cn1cnc2sc(C)c(S(=O)(=O)N3CCN(c4ncccn4)CC3)c2c1=O (stereo not drawn),·,0,·,6,7,3,·
NC(=O)c1ccc(NC(=O)COC(=O)c2ccc3ccccc3n2)cc1,-3,-2,-1,-2,7,1,0.5
O=C(Cc1cccc([N+](=O)[O-])c1)Nc1cccc(C(=O)N2CCCCC2)c1,1,·,5,-1,-5,3,-0.2
C[C@@H]1CN([C@@H](C)CO)C(=O)Cc2cc(NS(=O)(=O)c3ccc(Cl)cc3)ccc2O[C@H]1CN(C)S(=O)(=O)c1ccc(Cl)cc1,-1,2,-7,-26,-14,12,1.5
COc1cc(/C=C/C(=O)OCC(=O)NCc2ccco2)ccc1OC(F)F,-7,-1,1,-13,8,3,·
COC(=O)C[C@H]1C=C[C@@H](NS(=O)(=O)c2ccccc2F)[C@@H](CO)O1,1,-1,4,23,-6,9,-0.5
O=C(N/N=C/c1coc2ccccc2c1=O)c1ccccc1,2,-1,2,-3,·,-7,-0.2
C[C@@H]1CN([C@@H](C)CO)C(=O)c2cccc(NC(=O)C3CC3)c2O[C@@H]1CN(C)Cc1ccc(C(=O)Nc2ccccc2N)cc1,-9,17*,-42,-11,-5,-4,3.4
CCCC(=O)N1CCN(c2nc3ccc(Br)cc3s2)CC1,0,-3,-6,0,-1,0,0.0
O=C(N[C@H]1C=C[C@@H](CC(=O)N2CCOCC2)O[C@@H]1CO)c1ccc2c(c1)OCO2,-2,-1,3,0,-1,1,0.9
Cc1cccc(COC[C@H](Cc2ccccc2)N2CCN(C(=O)c3cccc(C)c3)CCC2=O)c1,·,1,·,2,?,-1,2.3
CN(C)c1nc(C=C(C#N)C#N)c(Cl)n1-c1ccc(F)cc1,·,-2,·,1,13,-2,·
C[C@@H]1CN([C@H](C)CO)C(=O)c2c(c3ccccc3n2C)-c2ccccc2CO[C@@H]1CN(C)Cc1cccc(C(F)(F)F)c1,·,0,·,9,?,-1,0.1
O=C(CSc1nnc(CNC(=O)c2c(F)cccc2Cl)o1)NC1CCCCC1,2,-2,0,-4,-6,0,·
CS(=O)CCC(NS(=O)(=O)c1ccccc1)C(=O)O (stereo not drawn),3,3,-21,-5,1,-5,·
O=C(COc1ccccc1[N+](=O)[O-])Nc1cccnc1,-2,-1,-7,5,-2,-3,·
CCCCNC(=O)c1ccccc1NC(=O)CCC,·,0,·,-3,-2,3,·
OC[C@H]1O[C@@H](c2nc(-c3ccc4[nH]ccc4c3)no2)[C@H](O)[C@@H](O)[C@H]1O,2,·,5,0,-13,-2,-0.1
CCCCN(CCCC)Cc1ccc(C(=O)NNC(=O)Nc2ccccc2)o1,·,4,-3,-2,-6,4,-0.6
COc1ccccc1N1CCN(C(=O)CN(C)S(=O)(=O)c2ccc3c(c2)c(=O)n(C)c(=O)n3C)CC1,·,-1,·,4,-4,-2,1.1
C[C@H]1CN(S(=O)C(C)(C)C)[C@H](CCO)/C1=C\CCO (stereo partly drawn),2,-4,8,-2,-3,-5,-0.1
CNC(=O)C[C@@H]1CC[C@@H]2[C@H](COc3ccc(NC(=O)c4ccccc4F)cc3C(=O)N2C)O1,-11,·,-2,·,·,·,-0.2
COc1cccc(-c2cnc3c(c2)C(=O)N([C@@H](C)CO)C[C@H](C)[C@@H](CN(C)Cc2ccncc2)O3)c1,0,-2,16,5,-1,0,-1.7
Cc1nn(CC(=O)N(C)Cc2ccccc2)c(=O)c2cccn12,3,1,-2,7,5,-3,1.4
Cc1nc(N2CCN(c3ccccn3)CC2)c2c(C)c(C(=O)Nc3ccc(F)cc3Cl)sc2n1,2,-5,-10,-5,-3,2,43*
COCCCNC(=O)c1cc2c(-c3ccc(Cl)cc3)nn(C)c2s1,-1,·,-2,-3,1,5,·
C[C@H]1CN([C@@H](C)CO)C(=O)Cc2cc(NC(=O)NC3CCCCC3)ccc2O[C@H]1CN(C)Cc1ccncc1,-1,10,-9,4,-4,1,-2.6
COc1ccc(NC(=O)c2nc(-n3nc(C)cc3C)ccc2Cl)cc1Cl,·,-1,·,-4,-3,5,-2.2
COc1ccc(/C=N/NC(=O)C(C)Sc2ccccn2)cc1[N+](=O)[O-] (stereo not drawn),·,1,·,1,-3,-65,·
COc1cccc(CNC(=S)Nc2cccc(Cl)c2C)c1,8,-2,31,-2,-5,-1,·
COCCN(CCOC)c1nc(-c2ccc(C)cc2)nc2ccccc12,-2,8,-16,-2,?,4,·
COCCCn1cc(CN2CC(N(C)C)CS2(=O)=O)nn1 (stereo not drawn),·,0,·,37,?,1,-0.2
C[C@@H](NC(=O)[C@@H]1[C@@H](CO)[C@@H]2Cn3c(cccc3=O)[C@@H]2N1CC1CCCCC1)c1ccccc1,·,-4,·,12,-14,2,-0.6
CCCc1cc2c(=O)c(-c3ccc4c(c3)OCCO4)coc2cc1OS(C)(=O)=O,·,-1,·,-5,-2,-6,1.0
C[C@H]1CN([C@@H](C)CO)C(=O)c2cc(NC(=O)Nc3cccc4ccccc34)ccc2O[C@H]1CN(C)C,0,-6,18,·,5,-4,-7.4
O=C(NCc1ccco1)C1CCN(C(=O)c2cc3sccc3n2Cc2ccc(F)cc2)CC1,3,1,13,-2,8,-2,·
CC(C)CCNC(=O)CCSCCC(=O)NCCC(C)C,1,14,-1,2,6,10,·
CCCC(=O)Nc1ccc2c(c1)OC[C@H](C)N(C(=O)CN(C)C)C[C@H](C)[C@H](OC)CN(C)C2=O,0,2,-5,-4,10,7,0.0
O=C(CN1C(=O)NC2(CCc3ccccc3C2)C1=O)NCc1ccco1 (stereo not drawn),-6,-4,9,-4,-2,10,·
O=C(COC(=O)c1ccc(F)cc1F)Nc1cccc(S(=O)(=O)N2CCOCC2)c1,-2,-1,2,-4,2,4,·
COCCOC(=O)N1C(=O)[C@@]2(c3cc(C#CCCO)ccc31)[C@H](C(N)=O)[C@H]1C(=O)O[C@H](c3ccccc3)[C@H](c3ccccc3)N1[C@@H]2c1ccccc1OCCO,-10,4,·,-1,1,6,·
COCCNC(=O)C1(S(=O)(=O)c2ccccc2)CC=CC1,-1,·,-5,1,-3,-2,0.0
CCCCNC(=O)c1ccc(NC(=O)CC2SC(N3CCCC3)=NC2=O)cc1 (stereo not drawn),0,-1,21,4,-2,-6,0.0
CCOc1ccccc1/C=N/NC(=O)C[n+]1ccccc1,3,1,10,-2,0,-16,·
Cc1ccc(S(=O)(=O)N(C)C[C@H]2Oc3c(NC(=O)C4CCCCC4)cccc3C(=O)N([C@H](C)CO)C[C@@H]2C)cc1,5,1,63,12,-8,-3,·
CC(C)(C)C(C(=O)NCc1ccccc1)N1CCN(C(=O)C2CCCO2)CC1 (stereo not drawn),·,-1,·,-15,19,-7,-0.2
Cc1noc(C)c1S(=O)(=O)Nc1ccc2c(c1)C(=O)N([C@H](C)CO)C[C@@H](C)[C@H](CN(C)Cc1ccccc1)OCCCC[C@@H](C)O2,-2,2,·,-85,5,1,-0.1
CCC1=C(OC(=O)N(CC)CC)N2C(=O)OC(=NCC3CC3)[C@]2(C)[C@H]2C1=CC[C@H]1C(=O)N(CC)C(=O)[C@H]12,-1,·,-3,1,-4,-1,-0.1
COc1ccc(C(=O)N2CCC(n3nccc3NC(=O)C3CC3)CC2)c(OC)c1OC,-3,-3,13,-10,4,6,-0.8
COc1cccc(OCc2nnc(SCC(=O)OC3CCCCC3)n2C)c1,3,·,1,·,·,·,1.8
CN(C)CC(=O)Nc1ccc2c(c1)[C@@H]1C[C@H](CC(=O)NCc3ccc(Cl)cc3)O[C@H](CO)[C@@H]1O2,0,5,7,2,3,5,-0.2
COc1ccccc1NC(=O)c1sc2nc(C)cc(C)c2c1N,-8,-5,-1,2,1,4,·
Cc1ccccc1CN1CCN(C(=O)[C@H]2O[C@@H](n3cnc(C(N)=O)n3)[C@H](O)[C@@H]2O)CC1,·,0,·,-3,0,-4,-0.1
COc1cccc(C(=O)/C=C/Nc2ccc(S(=O)(=O)Nc3cc(OC)nc(OC)n3)cc2)c1,·,3,-16,3,-1,-1,·
O=C1O[C@H](c2ccccc2)[C@H](c2ccccc2)N2[C@H]1[C@@H](C(=O)O)[C@]1(C(=O)Nc3ccc(C#CCCO)cc31)[C@H]2c1ccc(O)cc1,4,7,·,17,-1,3,·

# Screens deposited in PubChem by Broad Institute.
